EPAC2 antag: antagonists of human EPAC2. Q8WZA2. 360,000 compounds, 0.18% hits. Potency, µM (top dose mostly 114 µM), for the others: at the highest dose activity, negative = inhibition, actives largely listed as inhibitors. EPAC2 GEF exchange of Rap1B-BODIPY-GDP, fluorescence; further: potency means the concentration at half of the fitted maximal effect; on the % scale 0 is the no-effect control and ±100 the full control effect; nearly all actives have a fitted effect of over 45% in size; many of its hits are not listed in these tables
Target sequence (Q8WZA2 whole entry, looked up): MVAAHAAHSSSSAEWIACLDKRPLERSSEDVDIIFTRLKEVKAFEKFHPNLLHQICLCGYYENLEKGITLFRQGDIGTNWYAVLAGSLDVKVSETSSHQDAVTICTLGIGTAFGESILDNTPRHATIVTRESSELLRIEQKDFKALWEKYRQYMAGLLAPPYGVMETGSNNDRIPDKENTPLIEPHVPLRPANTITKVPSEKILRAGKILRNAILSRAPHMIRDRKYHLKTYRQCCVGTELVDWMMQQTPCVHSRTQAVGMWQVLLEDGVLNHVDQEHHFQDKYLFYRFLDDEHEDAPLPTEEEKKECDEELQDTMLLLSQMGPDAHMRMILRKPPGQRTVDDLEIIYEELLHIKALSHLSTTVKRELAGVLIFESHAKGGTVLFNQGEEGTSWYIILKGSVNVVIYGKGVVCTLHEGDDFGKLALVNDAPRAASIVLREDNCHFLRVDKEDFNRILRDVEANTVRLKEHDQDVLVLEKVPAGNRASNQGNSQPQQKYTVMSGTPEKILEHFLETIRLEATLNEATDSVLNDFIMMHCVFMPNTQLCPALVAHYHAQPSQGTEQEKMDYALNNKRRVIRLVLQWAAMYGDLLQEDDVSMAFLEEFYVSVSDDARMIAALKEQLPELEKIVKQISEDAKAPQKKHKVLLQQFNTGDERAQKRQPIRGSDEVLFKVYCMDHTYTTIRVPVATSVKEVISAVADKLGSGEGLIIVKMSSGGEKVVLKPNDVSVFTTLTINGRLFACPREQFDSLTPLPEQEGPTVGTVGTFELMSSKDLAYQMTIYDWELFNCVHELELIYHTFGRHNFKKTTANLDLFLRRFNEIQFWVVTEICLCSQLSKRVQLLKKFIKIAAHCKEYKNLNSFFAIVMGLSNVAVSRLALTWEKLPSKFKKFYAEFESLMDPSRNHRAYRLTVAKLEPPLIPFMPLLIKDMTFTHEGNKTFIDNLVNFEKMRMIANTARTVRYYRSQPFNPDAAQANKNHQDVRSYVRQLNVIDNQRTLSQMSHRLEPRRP
Akt phos inh: blocks phosphorylation of Akt. Neuro2A IGF-stimulated pAkt S473 HTRF, 20 min; hits give low values. activity change, % for hits at 50 µM. 360,000 compounds, 0.32% hits; in the data active means activity change below about -80%; inconclusive means mostly about -51% to -80%; further: on the % scale 0 is the no-effect control and ±100 the full control effect
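Single-point screen (50 µM final compound) in Neuro2A cells stimulated 20 min with 6 nM IGF at 37 deg C. After lysis, Ser473-phosphorylated Akt read by HTRF (ex 330 nm, em 615/665 nm) as the 665/615 ratio.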
A549 tox: kills or reduces viability of A549 cells in Nrf2 counter-screen | Potency, µM (top dose mostly 46 µM), for the others: at the top dose activity change, negative = cytotoxicity, actives largely listed as inhibitors | 390,000 compounds, 0.16% hits | AID 504648 | A549 ARE-Fluc cells, CellTiter-Fluor viability, 18-24 h; further: potency means the concentration at half of the fitted maximal effect; on the % scale 0 is the no-effect control and ±100 the full control effect
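A549 ARE_Fluc cells in 5% FBS OPTI-MEM were exposed to compounds in concentration-response for 18-24 h at 37 deg C. Viability was read by CellTiter-Fluor fluorescence (Ex 405/Em 525) after 30 min, before the luciferase read.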
MmCpn inh: blocks the Methanococcus maripaludis chaperonin Mm-Cpn. purified Mm-Cpn ATPase, ADP Transcreener TR-FRET. Potency, µM (doses to about 76.9 µM), inactives show at the top dose activity, negative = inhibition, usual class: inhibitors. 330,000 compounds, 0.031% hits. AID 504842; further: potency means the concentration at half of the fitted maximal effect; on the % scale 0 is the no-effect control and ±100 the full control effect; nearly all actives have a fitted effect of over 80% in size
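25 nM Mm-CPN + cpd, 10 min 37°C; + 10 uM ATP, 30 min 37°C; buffer 30 mM Tris pH 7.4, 100 mM KCl, 5 mM MgCl2, 1 mM DTT; Transcreener ADP HTRF detection 30 min RT.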
Nrf2 activator: activates Nrf2 signaling; AREc32 ARE-luciferase reporter (MCF7-derived line), luminescence, 24 h; Potency, µM (titrated, usually from 46.1 µM), for inactives: top-dose activation, hits mostly activators; 410,000 compounds, 0.31% hits; further: potency means the concentration at half of the fitted maximal effect; % of control where 0% means no effect; nearly all actives have a fitted effect of over 65% in size
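Luciferase luminescence (Steady-Glo, 30 min at room temperature) served as the read-out of ARE activation in AREc32 cells treated with compounds for 24 hr at 37 deg C.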
CCT modulator: changes cytosolic chaperonin activity | AID 651819 | activity change, % (test concentration not listed), hits read low | purified chaperonin ATPase assay, HTRF ADP detection, 30 min | 360,000 compounds, 0.3% hits; in the data active means activity change below about -30%; further: on the % scale 0 is the no-effect control and ±100 the full control effect
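TRiC at 40 or 20 nM final (batch-dependent) in 30 mM Tris pH 7.4, 100 mM KCl, 5 mM MgCl2, 1 mM DTT, with compound at single 76 uM and 10 uM ATP, 30 min at 37 deg C. ADP detected by HTRF Transcreener, 665/615 ratio.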
EPAC2 ag: activates human EPAC2 exchange factor. Q8WZA2. 360,000 compounds, 0.079% hits. EPAC2 activation, biochemical qHTS; response scale: 100% = 6.5 mM cAMP response. Potency, µM (titrated, usually from 154 µM), for the others: top-dose activation, actives largely listed as activators; further: potency means the concentration at half of the fitted maximal effect; nearly all actives have a fitted effect of over 50% in size
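Readout is BODIPY fluorescence (480 nm excitation, 540 nm emission), which falls as labeled GDP is exchanged off Rap1B. EPAC2 at 100 nM acted on 250 nM RAP1B-BODIPY-GDP with 50 uM GDP present.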
Nrf2 block: blocks Nrf2 signaling | A549 ARE-Fluc reporter, luciferase luminescence, 18-24 h | Potency, µM (doses to about 46 µM), inactives show top-dose activity change, negative = inhibition, hits mostly inhibitors | 360,000 compounds, 2.1% hits | AID 504444; further: potency means the concentration at half of the fitted maximal effect; on the % scale 0 is the no-effect control and ±100 the full control effect; nearly all actives have a fitted effect of over 60% in size
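Nrf2 function is reported as luminescence of an ARE-controlled luciferase in A549 cells. Compounds were tested at several concentrations, and a CellTiter-Fluor read on the same wells flagged cytotoxicity.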
TGFb inhibitor: blocks TGF-b signaling. HepG2 CAGA-GFP TGF-b/SMAD3 reporter, GFP fluorescence, 18 h; TGF-beta stimulated, 500 pg/mL final. Potency, µM (titrated, usually from 46.1 µM), for inactives: top-dose activity, negative = inhibition, actives largely listed as inhibitors. 410,000 compounds, 1.2% hits; further: potency means the concentration at half of the fitted maximal effect; on the % scale 0 is the no-effect control and ±100 the full control effect; nearly all actives have a fitted effect of over 65% in size
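TGF-beta reporter screen: HEPG2 CAGA-GFP, 1% FBS, 500 pg/mL TGF-beta final, 18 h; per-cell GFP summed per well; curves fitted and categorized by class.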
Active calls of the source: *; i = inactive; ? = inconclusive; . = no result given; [ ] = remark or other dose. Unless noted, the call rests on the fitted dose curve; in most records, active means well fitted curve in the direction sought with a large enough effect; inconclusive means small, poorly fitted or top-dose-only effect, or another doubt; inactive means no such curve, though single readings can be large; an effect the other way counts as inactive or inconclusive.

SMILES	EPAC2 antag	Akt phos inh	A549 tox	MmCpn inh	Nrf2 activator	CCT modulator	EPAC2 ag	Nrf2 block	TGFb inhibitor
CC(C)CCNC(=O)CSc1nc2ccsc2c(=O)n1NC(=O)c1ccccc1	17%	i	-2%	-1%	23%	1.1	-3%	13%	1%
CCOC(=O)c1c(C)[nH]c(C)c1S(=O)(=O)NCCc1ccc(SC)cc1	?	i	1%	-1%	2.0%	-1.4	14%	3%	-21%
Cc1ccc(C(=O)OCC(=O)NCCNC(=O)COC(=O)c2ccc(C)s2)s1	6%	i	2%	-1%	-0.9%	-1.0	-2%	8%	3%
COCCNCCCCOc1ccc(Br)cc1C	-11%	i	15%	-10%	-0.1%	-3.9	-7%	24%	0%
Cc1[nH]c2ccccc2c1/C=N/NC(=O)c1cccs1	6%	i	5%	2%	?	1.0	4%	-2%	6%
N#CC1=C(N)Oc2cc(O)ccc2C1c1cccs1 (stereo not given)	9%	i	-4%	-1%	0.4%	0.2	4%	.	9%
O=C(Nc1ccc(Cl)cc1)/C(=C/c1cccc(O)c1)c1nc2ccccc2s1	-6%	i	?	-2%	?	-2.0	2%	?	2.8µM*
CCCn1c(SCC(=O)Nc2sc(C)c(C)c2C(=O)OCC)nc2c1c(=O)n(C)c(=O)n2C	1%	i	-3%	0%	0.0%	-2.5	-13%	3%	-24%
COc1cccc(NC(=S)C(C#N)=C2N(C)c3ccccc3N2C)c1	-5%	i	?	1%	2.8%	-0.1	1%	0%	3%
CC(CCc1ccccc1)NC(=O)COC(=O)c1ccc(NC(=O)CC#N)cc1 (stereo not given)	4%	i	1%	-5%	1.1%	0.1	-6%	11%	?
O=C(Nc1ccc(OC(F)(F)F)cc1)c1cc2ccccn2n1	.	.	20%	.	9.8%	.	.	?	-10%
Cc1cc(C)c(C#N)c(SCC(=O)c2ccc(Cl)cc2Cl)n1	19%	i	?	-7%	5.4%	3.0	8%	?	3%
Cc1ccc(NC(=O)CCNC(=O)c2ccco2)cc1F	2%	i	-7%	-1%	2.6%	0.0	11%	1%	-6%
NC(=S)N=Nc1c(O)n(CCCl)c2ccc(Br)cc12	-1%	i	-3%	1%	13%	-2.6	6%	-16%	?
COCC1CCN(Cc2cn(Cc3ccccc3)nc2-c2cc3ccccc3o2)CC1	-4%	i	-12%	0%	1.9%	-0.8	6%	-20%	-7%
Cc1c(C(=O)NCc2ccc(F)cc2)c(-c2ccccc2)nn1-c1ccccc1	1%	i	-6%	0%	-0.7%	-5.9	-4%	-8%	-4%
COc1ccc(CN2C(=O)CC(C(=O)NCCc3ccc(S(N)(=O)=O)cc3)SC2=Nc2ccccc2)cc1 (stereo not given)	4%	i	0%	0%	3.6%	-0.4	3%	-5%	12%
COc1ccc(C)cc1NC(=O)COC(=O)c1ccccc1SCC(=O)N1CCCC1	-2%	i	-2%	-4%	3.2%	2.9	-5%	2%	?
Cc1nn(CCOc2ccccc2Cl)c(C)c1[N+](=O)[O-]	3%	i	0%	-1%	0.1%	-2.8	4%	-9%	2%
CC(C)CCN(C(=O)C1CCCC1)c1c(N)n(Cc2ccccc2)c(=O)[nH]c1=O	5%	i	1%	0%	-0.4%	-0.2	3%	15%	-1%
CC(Oc1ccc2c(c1)oc(=O)c1ccccc12)C(=O)NC(Cc1c[nH]c2ccc(O)cc12)C(=O)O (stereo not given)	-10%	i	3%	-1%	1.0%	-1.6	-1%	20%	10%
CCOC(=O)C1=C(c2ccccc2)Nc2ncnn2C1c1ccc(C(=O)O)cc1 (stereo not given)	-7%	i	2%	-1%	0.0%	-0.1	1%	0%	-3%
O=C(O)c1ccc(NC(=O)c2ccc(COc3ccc(Cl)cc3)o2)cc1	4%	i	4%	1%	0.0%	0.2	4%	29%	0%
CC(C)[C@@H]1NC(=O)c2cc([N+](=O)[O-])cc(I)c2NCCC[C@@H](C(=O)NC(CC(=O)O)C(N)=O)NC(=O)[C@H](CO)NC1=O (stereo not given in full)	2%	i	-7%	-3%	0.2%	-0.7	1%	15%	-1%
COc1ccc(Cc2nnc(NC(=O)C3CC(=O)N(c4ccccc4)C3)s2)cc1OC (stereo not given)	-5%	i	9%	0%	0.1%	-0.4	0%	-10%	-2%

Twelve neighbouring records already listed, quoted:
SMILES	EPAC2 antag	Akt phos inh	A549 tox	MmCpn inh	Nrf2 activator	CCT modulator	EPAC2 ag	Nrf2 block	TGFb inhibitor
NC(=S)N=Nc1c(O)n(CCCl)c2ccc(Br)cc12	-1%	i	-3%	1%	13%	-2.6	6%	-16%	?
COCC1CCN(Cc2cn(Cc3ccccc3)nc2-c2cc3ccccc3o2)CC1	-4%	i	-12%	0%	1.9%	-0.8	6%	-20%	-7%
Cc1c(C(=O)NCc2ccc(F)cc2)c(-c2ccccc2)nn1-c1ccccc1	1%	i	-6%	0%	-0.7%	-5.9	-4%	-8%	-4%
COc1ccc(CN2C(=O)CC(C(=O)NCCc3ccc(S(N)(=O)=O)cc3)SC2=Nc2ccccc2)cc1 (stereo not given)	4%	i	0%	0%	3.6%	-0.4	3%	-5%	12%
COc1ccc(C)cc1NC(=O)COC(=O)c1ccccc1SCC(=O)N1CCCC1	-2%	i	-2%	-4%	3.2%	2.9	-5%	2%	?
Cc1nn(CCOc2ccccc2Cl)c(C)c1[N+](=O)[O-]	3%	i	0%	-1%	0.1%	-2.8	4%	-9%	2%
CC(C)CCN(C(=O)C1CCCC1)c1c(N)n(Cc2ccccc2)c(=O)[nH]c1=O	5%	i	1%	0%	-0.4%	-0.2	3%	15%	-1%
CC(Oc1ccc2c(c1)oc(=O)c1ccccc12)C(=O)NC(Cc1c[nH]c2ccc(O)cc12)C(=O)O (stereo not given)	-10%	i	3%	-1%	1.0%	-1.6	-1%	20%	10%
CCOC(=O)C1=C(c2ccccc2)Nc2ncnn2C1c1ccc(C(=O)O)cc1 (stereo not given)	-7%	i	2%	-1%	0.0%	-0.1	1%	0%	-3%
O=C(O)c1ccc(NC(=O)c2ccc(COc3ccc(Cl)cc3)o2)cc1	4%	i	4%	1%	0.0%	0.2	4%	29%	0%
CC(C)[C@@H]1NC(=O)c2cc([N+](=O)[O-])cc(I)c2NCCC[C@@H](C(=O)NC(CC(=O)O)C(N)=O)NC(=O)[C@H](CO)NC1=O (stereo not given in full)	2%	i	-7%	-3%	0.2%	-0.7	1%	15%	-1%
COc1ccc(Cc2nnc(NC(=O)C3CC(=O)N(c4ccccc4)C3)s2)cc1OC (stereo not given)	-5%	i	9%	0%	0.1%	-0.4	0%	-10%	-2%

The listing continues.
SMILES	EPAC2 antag	Akt phos inh	A549 tox	MmCpn inh	Nrf2 activator	CCT modulator	EPAC2 ag	Nrf2 block	TGFb inhibitor
CCn1cc(C2=NCC(C)O2)c2ccccc21 (stereo not given)	-4%	i	?	-1%	-0.5%	-2.6	2%	3%	-7%
O=C(CCn1nc(-c2ccccc2)ccc1=O)N1CCN(c2ccccc2)CC1	-8%	i	2%	1%	-0.4%	-2.3	19%	-27%	16%
Cc1ccc(C(N)=Nc2ccccc2)cc1	5%	i	-4%	-1%	0.5%	-1.1	-1%	-1%	-4%
Cc1c(/C(O)=C2\C(=O)C(=O)N(CCN(C)C)C2c2cccs2)cnn1-c1ccccc1 (stereo not given)	-2%	i	-2%	-3%	6.5%	-1.1	-2%	?	37%[activator]
COc1cc(OC)cc(-c2c(C#Cc3ccsc3)c3cc(-c4cccc5[nH]ccc45)ccc3n2C)c1	19%	i	-11%	?	-0.8%	1.0	-9%	-15%	6%
COc1cnc(NS(=O)(=O)c2ccc(N)cc2)nc1	20%	i	5%	0%	0.2%	-0.3	0%	-11%	43%[activator]
Cc1ccc(O)c(N=Cc2sc3ccccc3c2Cl)c1	0%	i	-5%	-1%	?	0.9	4%	2%	-7%
O=C(CN1C(=O)c2ccccc2C1=O)NCC(=O)OCC(=O)c1ccc(Cl)cc1	-12%	i	0%	-1%	-0.6%	1.0	3%	1%	1%
CCn1c(C2CC(=O)N(c3cc(C)cc(C)c3)C2)nc2ccccc21 (stereo not given)	-14%	i	5%	0%	-0.8%	1.1	8%	12%	-15%
CCOC(=O)c1nc2nc(C)cc(=O)n2[nH]1	5%	i	4%	1%	-0.3%	0.4	6%	16%	-4%
CCCOC(=O)C1=C(C)NC2=C(C(=O)C(C(=O)OC)C(C)C2)C1c1ccc(N(CC)CC)cc1 (stereo not given)	0%	i	-7%	-3%	0.0%	-2.7	-2%	?	11%
Cc1noc(C)c1S(=O)(=O)N(C)C[C@H]1Oc2ccc(NC(=O)Cc3ccccc3)cc2C(=O)N([C@H](C)CO)C[C@@H]1C	-11%	i	1%	-4%	0.4%	-0.2	7%	8%	1%
CCOc1cc2[nH]c(=O)n(Cc3cccc(OC)c3)c(=O)c2cc1OCC	10%	i	-1%	1%	-0.2%	1.5	-9%	5%	0%
Fc1ccc(Cn2nnnc2C(c2ccc(Cl)cc2)N2CCSCC2)cc1 (stereo not given)	-3%	i	-2%	-1%	0.7%	-2.5	4%	-7%	-11%
O=C(NCCc1csc(-c2cccnc2)n1)c1ccco1	1%	i	-5%	-1%	-0.9%	-1.2	7%	-6%	1%

Two compounds drawn at random from the list so far, as already listed:
SMILES	EPAC2 antag	Akt phos inh	A549 tox	MmCpn inh	Nrf2 activator	CCT modulator	EPAC2 ag	Nrf2 block	TGFb inhibitor
Cc1ccc(O)c(N=Cc2sc3ccccc3c2Cl)c1	0%	i	-5%	-1%	?	0.9	4%	2%	-7%
Cc1noc(C)c1S(=O)(=O)N(C)C[C@H]1Oc2ccc(NC(=O)Cc3ccccc3)cc2C(=O)N([C@H](C)CO)C[C@@H]1C	-11%	i	1%	-4%	0.4%	-0.2	7%	8%	1%

Screens as filed in PubChem.

Only part of the results is shown; count on the stated rates, not on these rows.
